Screening results from PubChem BioAssay.
MITF TRPM1 HTS = MITF TRPM1 promoter activation in melanoma cells; SK-MEL-5 TRPM1-promoter luciferase, 24 h; % of positive control, neutral wells = 0; activation, % at 12.5 µM; 300,000 tested, 0.75% active;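 active means mean activation of at least 80% with every replicate also reaching 80%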;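 further: 0% = neutral control wells and 100% = parthenolide positive control wells; values of inactives mirror those of a sister screen read the other way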
phage Ecoli inh = E. coli growth loss with phage present. growth absorbance. 360,000 tested, 0.26% active. inhibition, % at 11.9 µM. AID 651602; in the data active means inhibition above about 11%
AddAB inh = less growth of phage-infected E. coli with AddAB | E. coli expressing H. pylori AddAB, absorbance growth | inhibition, % at 11.9 µM | 330,000 tested, 0.29% active | AID 435030; in the data active means inhibition above about 12%;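 further: 0% = vehicle wells of infected cells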
Ecoli viability = counter-screen for AddAB inhibitors: E. coli growth inhibition; AID 449728; E. coli V3065 growth, OD600 absorbance, 18 h; 330,000 tested, 0.27% active; inhibition, % at 11.9 µM;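 active means inhibition above the campaign's mean inhibition across all tested compounds plus 3 SD, cut at about 9.9% in these data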;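 further: uninfected addAB+ strain grown without phage in ampicillin broth; 0% = DMSO wells and 100% = ciprofloxacin 0.95 µg/ml wells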
Tat transport = blocks Tat-dependent protein export in E. coli; 340,000 tested, 0.036% active; inhibition, % at 10 µM; E. coli MC4100 TorA-mCherry Tat export, fluorescence;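 active means mean replicate inhibition at least 50% and at least half of replicates individually reaching 50%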;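 further: exported cargo escapes ClpAP degradation while cytoplasmic cargo is degraded and loses fluorescence; 0% = median of neutral control wells and 100% = median of NaSCN control wells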
Wnt act = Wnt/beta-catenin pathway activation; Wnt/beta-catenin reporter cell assay, activator, plate reader; activation, % at 9.35 µM; 300,000 tested, 1.2% active; AID 743398; in the data active means activation above about 30%, passing the limit was not always enough;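 further: 0% = neutral control wells and 100% = positive control wells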
CAL PDZ FP-1 = blocks peptide binding to the human CAL PDZ domain; purified CAL PDZ, TMR-peptide fluorescence polarization, 1 h; AID 602252; 300,000 tested, 0.92% active; Q9HD26; inhibition, % at 24.9 µM;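 active means mean inhibition of at least 30% with at least half of replicates also reaching 30%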;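 further: 0% = DMSO neutral control and 100% = excess unlabeled competitor peptide PRC23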
CAL PDZ FP-2 = inhibitors of human CAL PDZ peptide binding | Q9HD26 | purified CAL PDZ, TMR-peptide fluorescence polarization, 1 h | inhibition, % at 20 µM | 330,000 tested, 0.02% active | AID 504414;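 active means highest replicate inhibition of at least 40%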;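 further: plate controls were DMSO neutral control wells for no effect and unlabeled competitor peptide control wells for full effect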
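Assay system – tagged CAL PDZ protein CerCALP, purified · Timing – 1 h at RT · Compound – single point, 20 µM · Measured by – fluorescence polarization from S- and P-plane intensities, G-factor corrected · Evaluation – inhibition from polarization loss · Probe or stimulus – TMR reporter peptide T*-PRC34 · Buffer or medium – pH 7.4 phosphate-saline buffer, reducing agent, detergent, IgG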
SR-BI DiI inh = blocks mouse SR-BI lipid uptake from DiI-HDL. Q61009. ldlA[mSR-BI] CHO cells, DiI-HDL uptake fluorescence, 3 h. inhibition, % at 12.5 µM. 320,000 tested, 0.96% active. AID 488896;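 active means mean replicate inhibition of at least 70% and a set share of replicates each scoring 70 or more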;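 further: 0% = median of neutral control wells and 100% = median of positive control wells; values of inactives mirror those of a sister screen read the other way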
Target sequence (Q61009 whole entry, looked up): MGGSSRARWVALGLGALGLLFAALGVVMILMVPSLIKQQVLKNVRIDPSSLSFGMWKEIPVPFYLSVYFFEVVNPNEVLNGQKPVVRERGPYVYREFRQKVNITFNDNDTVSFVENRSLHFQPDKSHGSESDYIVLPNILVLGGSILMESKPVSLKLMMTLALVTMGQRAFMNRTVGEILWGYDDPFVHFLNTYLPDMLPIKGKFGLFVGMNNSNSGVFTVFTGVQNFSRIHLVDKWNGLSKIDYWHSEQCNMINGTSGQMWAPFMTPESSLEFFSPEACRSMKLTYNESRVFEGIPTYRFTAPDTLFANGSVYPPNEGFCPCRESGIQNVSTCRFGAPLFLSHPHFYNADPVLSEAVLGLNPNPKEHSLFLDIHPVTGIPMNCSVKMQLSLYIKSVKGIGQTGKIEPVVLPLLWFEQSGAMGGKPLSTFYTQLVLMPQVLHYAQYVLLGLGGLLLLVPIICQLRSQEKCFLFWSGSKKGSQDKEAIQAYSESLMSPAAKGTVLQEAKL
SR-BI DiI-HDL act = activators of SR-BI mediated HDL lipid uptake; activation, % at 12.5 µM; 320,000 tested, 0.096% active; CHO ldlA[mSR-BI] cells, DiI-HDL uptake fluorescence, 3 h; 100 = double the neutral-control signal; AID 504775;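 active means mean replicate activation of at least 60% and every replicate at or above 60%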;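 further: 0% = median plate neutral-control signal and 100% = twice that signal; values of inactives mirror those of a sister screen read the other way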
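material = CHO ldlA[mSR-BI] cells | medium = Ham's F12 with 0.5% BSA, HEPES 25 mM, pH 7.4 | reagent = fluorescent DiI-HDL, 10 µg/mL final | compound dosing = single-point compound dose | incubation = 3 h, 37 °C | measured by = bottom-read fluorescence, 550/595 nm | measure = HDL uptake via cellular fluorescence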
* = called active by the depositor; nt = no result given; & = joins results of further samples.

SMILES	MITF TRPM1 HTS	phage Ecoli inh	AddAB inh	Ecoli viability	Tat transport	Wnt act	CAL PDZ FP-1	CAL PDZ FP-2	SR-BI DiI inh	SR-BI DiI-HDL act
COc1ccc(N2CC(C(=O)Nc3cccc(S(=O)(=O)N4CCCC4)c3)CC2=O)c(OC)c1 (centres undefined)	8	1.1	-1.6	-1.6	7	0	-6	-2.1	18	-18
COc1ccccc1N1C(=O)c2ccccc2NC1C(OC)OC (centres undefined)	nt	3.1	-0.8	0.1	-5	nt	-4	-1.3	10	-10
O=C(NCCNC(=O)c1ccccc1Br)c1ccccc1Br	-8	0.2	3.4	1.4	-8	-1	0	1.9	-11	11
CC1CC(=O)Nc2ccccc2N1S(=O)(=O)c1ccc(C#N)cc1 (centres undefined)	-10	3.8	3.2	-0.2	-9	-2	-4	0.4	-7	7
COCCC(=O)N1CCC(Oc2ccc(C(=O)N3CCCCCCC3)cc2)CC1	5	-0.2	1.1	2.4	-2	2	-4	-1.7	-5	5
COc1cccc(/C=N/NC(=O)CSc2ccccc2C)c1OC	6	1.0	4.0	2.4	-6	nt	2	-1.2	-13	13
O=C(Cc1ccc([N+](=O)[O-])cc1)Nc1cccnc1	7	1.8	-2.0	-1.0	-6	7	9	0.4	-18	18
Cc1ccc(-c2noc(N=O)c2NO)cc1	nt	4.9	24*	19*	-15	5	-2	-0.7	-3	3
O=C(Nc1nc(N2C(=O)c3ccccc3C2=O)n(-c2ccccc2)n1)c1ccc(Cl)cc1	10	-0.5	-0.6	-0.2	-4	5	0	-0.3	-13	13
C=CCNc1nc2c(c(=O)n(C)c(=O)n2C)n1CC(=C)C	3	1.1	-2.2	1.0	-20&0	-2	nt	-0.8	-12&-6	12&6
COC(=O)CC1C(=O)NCCN1C(=O)Nc1ccccc1 (centres undefined)	nt	3.4	-2.9	-5.5	0	-2	-4	-1.8	6	-6
O=C(COC(=O)c1ccc(Br)cc1)NCCc1ccccc1	-5	3.8	2.7	-0.3	-9	nt	0	-0.2	-11	11
Cc1ccc(CNC(=O)[C@H]2C[C@@H]2[C@H](NP(=O)(c2ccccc2)c2ccccc2)c2ccccc2)o1	5	3.6	-0.3	-0.7	-6	0	-18	-3.6	-2	2
C=C(Cl)COC(=O)C1C2C=CC(C2)C1C(=O)O (centres undefined)	-4	0.7	4.8	0.8	-3	-2	-4	-1.7	-14	14
C=CCN(C(=O)c1cc(C)cc(C)c1)C1(C(=O)Nc2ccccc2)CCN(C(C)C)CC1	21	3.2	-0.4	-2.0	3	0	-4	-2.1	14	-14
CCc1sc(C(=O)Nc2cc(S(=O)(=O)N3CCOCC3)ccc2OC)cc1C	-1	2.6	2.0	0.7	12	0	nt	0.2	37	-37
COc1ccc(/C=C2/NC(=O)N(CC(=O)Nc3cccc(C)c3)C2=O)cc1O	-1	3.3	1.2	0.0	-1	-2	1	-0.5	2	-2
COc1cc(OC)cc(-n2nnnc2SCC(=O)Nc2nc3c(s2)CCCC3)c1	3	1.9	-1.1	0.9	-3	nt	-3	-1.2	5	-5
O=C(NCC1CCCO1)c1cc2ccccc2oc1=O (centres undefined)	25	4.8	2.2	1.6	2	7	0	-0.6	-18	18
CCOC(=O)C1=CN(Cc2ccco2)S(=O)(=O)NC1c1ccc(F)c(Cl)c1 (centres undefined)	-2	-0.1	-1.2	0.2	-2	-1	-3	0.3	-15	15

3 structures from above, sorted by heavy-atom count, ascending.
SMILES	MITF TRPM1 HTS	phage Ecoli inh	AddAB inh	Ecoli viability	Tat transport	Wnt act	CAL PDZ FP-1	CAL PDZ FP-2	SR-BI DiI inh	SR-BI DiI-HDL act
C=C(Cl)COC(=O)C1C2C=CC(C2)C1C(=O)O (centres undefined)	-4	0.7	4.8	0.8	-3	-2	-4	-1.7	-14	14
COC(=O)CC1C(=O)NCCN1C(=O)Nc1ccccc1 (centres undefined)	nt	3.4	-2.9	-5.5	0	-2	-4	-1.8	6	-6
COc1ccc(/C=C2/NC(=O)N(CC(=O)Nc3cccc(C)c3)C2=O)cc1O	-1	3.3	1.2	0.0	-1	-2	1	-0.5	2	-2

Further compounds follow.
SMILES	MITF TRPM1 HTS	phage Ecoli inh	AddAB inh	Ecoli viability	Tat transport	Wnt act	CAL PDZ FP-1	CAL PDZ FP-2	SR-BI DiI inh	SR-BI DiI-HDL act
Cc1cc(C(=O)OCC(=O)c2c(N)n(C)c(=O)n(C)c2=O)c(C)o1	-2	2.2	-0.5	-1.6	-10	-2	-4	-1.1	1	-1
COc1ccc(-c2c(-c3ccccc3)c(C(=O)C(=O)NCCCN(C)C)n3ccc4cc(OC)c(OC)cc4c23)cc1OC	-7	-0.2	1.4	-2.6	-1	1	-8	3.4	-34	34
COc1ccc(/C=C/C(=O)N(C)Cc2cccs2)cc1S(=O)(=O)N1CCOCC1	-7	0.1	-5.1	-1.4	-2	-3	7	-0.9	14	-14
O=C(OCc1nc2ccccc2s1)C1CCN(S(=O)(=O)c2cccs2)CC1	24	0.8	1.3	-1.5	6	44*	-9	-3.4	7	-7
CCN(c1ccccc1)S(=O)(=O)c1ccc(OCC(=O)Nc2cc(C)on2)cc1	-6	4.7	-0.9	1.4	0	nt	-8	0.0	21	-21
Cn1c(N)c(S(=O)(=O)N2CCN(Cc3ccccc3)CC2)c(=O)n(C)c1=O	4	3.4	0.3	2.2	2	-4	0	-1.3	8	-8
O=C(O)c1ncc(Cl)c(Cl)c1Cl	-15	2.4&0.0	4.5&-1.4	1.8&-0.8	-1&-1	0&-4	-3&0	-0.4&-3.6	-1	1
Nc1nc2ccc(S(=O)(=O)c3ccc4nc(N)sc4c3)cc2s1	2	-0.7	-3.3	-1.4	-1	-3	-2	-2.3	0	0
COc1ccc(OC)c(NC(=O)c2ccc3c(c2)OCO3)c1	nt	2.7	3.5	-2.1	-4	6	-1	-1.0	28	-28
Cn1cnc([N+](=O)[O-])c1Nc1ccc(O)cc1	8	2.0	0.2	1.0	-1	nt	2	-0.6	-26	26
COc1ccccc1OCC(O)CN1CCN(C(=O)c2ccccc2)CC1 (centres undefined)	-8	2.3	1.2	-1.0	6	-2	-4	nt	10	-10
Cc1cccc(Nc2ncnc3c2cnn3Cc2ccccc2)c1	-6	3.2	0.8	-1.5	-1	2	5	-1.9	2	-2
N=C1C(c2nc3ccccc3s2)=C(O)CN1C1CCCCC1	48	1.2	4.9	0.1	-6	14	4	0.7	46	-46
CC(C)(C)OC(=O)NNC(=S)NC1CCCCC1	4	1.3	0.2	1.3	12	46*	nt	0.5	-10	10
CCCCCC(O)(CCCCC)C(=O)NNc1ccccc1	-2	1.8	3.9	0.1	-1	nt	-9	-0.4	18	-18
COc1ccc(CN(C)CC(=O)Nc2ccccc2C(=O)NC2CC2)cc1OC	8	1.5	3.6	-0.1	-1	-3	nt	0.1	-4	4
CCOC(=O)C1=C(N)Oc2cc(O)ccc2C1c1cccc(Cl)c1 (centres undefined)	nt	2.5	2.0	0.6	2	-2	-1	2.6	8	-8
O=C(COC(=O)/C=C/c1ccccc1)NCc1ccc(Cl)cc1	11	0.2	2.8	0.0	-7	nt	-4	-0.5	-9	9
C#CCOCCOCCOCCNc1nc(N2CCN(C(=O)[C@H](C(C)C)n3cc(CCO)nn3)CC2)nc(N2CCN(C(=O)[C@H]([C@@H](C)CC)n3cc(CCCCN)nn3)CC2)n1	-6	1.0	-1.6	-3.6	-11	-1	2	0.5	-13	13
Nc1cc(S(=O)(=O)Nc2cc(Cl)ccc2Cl)ccc1N1CCCC1	-7	0.8	-0.6	0.1	0	-4	nt	-1.8	nt	nt
O=C(NCC1CCCN1S(=O)(=O)c1cccs1)C(=O)Nc1ccccc1 (centres undefined)	29	-1.8	0.3	1.1	2	9	-1	-1.5	-3	3
O=C1CCC(=O)N1CN(C(=O)c1ccco1)c1ccc(Cl)c(Cl)c1	-17	0.0	0.6	-0.8	-9	-5	-1	-2.2	-10	10
Cc1ccc(C(=O)Nc2ccccc2N2CCCCC2)cc1S(=O)(=O)N1CCOCC1	14	0.8	nt	nt	15	1	0	-2.1	50	-50
CCOC(=O)N1CCN(C(=O)C(C)NC(=O)c2ccco2)CC1 (centres undefined)	-9	3.9	-1.7	-0.1	-1	-3	-6	0.0	-13	13
CCCN1CCN(C(=O)CCCn2c(C)c3cnn(-c4ccccc4)c(=O)c3c2C)CC1	nt	2.9	2.0	-0.1	-13	-1	nt	0.0	-1	1
O=C(Cn1c(NCCO)nc2ccccc21)Nc1ccc2c(c1)OCCCO2	5	4.5	nt	nt	3	-2	4	-3.4	-26	26
CC1Cc2ccccc2N1C(=O)CN1C(=O)NC2(CCCCC2)C1=O (centres undefined)	-3	-0.8	4.4	1.9	-4	-1	-1	0.2	-12	12
Cc1ccc(NC2CCCN(C(=O)CN3C(=O)CSC3=O)C2)cc1C (centres undefined)	-1	2.3	1.1	-0.2	-3	1	-4	-2.6	13	-13
Cc1ccc(C)n1-c1ccc(C(=O)N2CCC(C(N)=O)CC2)cc1	1	0.6	nt	nt	1	0	2	-1.7	-11	11
CCOc1cc(C2C(C(=O)OC(C)C)=C(C)NC3=C2C(=O)CCC3)cc([N+](=O)[O-])c1O (centres undefined)	-4	4.7	2.2	0.2	4	nt	-1	-0.9	-8	8
COCCNC(=O)CCC1CCN(C/C=C/c2ccccc2OC)CC1	nt	2.5	0.9	-1.1	6	-1	-2	-0.8	-24	24
CC(C)CNC(=O)C(=O)NCCCN1CCOCC1	-9	0.1	0.5	0.0	-4	1	-1	-1.5	-21	21
NC(=O)C(CC(=O)O)NC(=O)[C@@H]1CCCNc2c(I)cc([N+](=O)[O-])cc2C(=O)N[C@@H](CO)C(=O)N[C@@H](Cc2ccc(O)cc2)C(=O)N1 (some centres undefined)	1	nt	0.4	-0.3	-2	nt	-3	-1.0	-11	11
Cc1ccc2nc(SCC(=O)NCc3ccc(S(N)(=O)=O)cc3)[nH]c2c1	nt	3.0	2.6	0.9	-3	-1	4	-0.1	36	-36
Cc1ccc(S(=O)(=O)N2CCCN(S(=O)(=O)c3ccc(C)cc3)CC2)cc1	nt	1.2	5.3	0.6	1	-8	-2	-1.7	1	-1
O=C(Nc1nc2ccc(S(=O)(=O)N3CCCC3)cc2s1)C1CCCO1 (centres undefined)	nt	0.8	1.5	-1.4	10	nt	-3	-1.4	-9	9
COc1ccc(OCC(=O)Nc2cc(-c3nn(C)c(=O)c4ccccc34)ccc2OC)cc1	-18	2.0	2.2	0.4	-2	-2	0	-3.6	53	-53
O=C(NCc1cccnc1)c1ccc(S(=O)(=O)Nc2ccccc2)cc1	-10	0.8	2.6	0.2	6	-1	-2	-2.8	0	0
O=C1OC(Oc2ccc(Br)cc2)(c2ccccc2)c2ccccc21 (centres undefined)	-3	3.6	nt	nt	-3	1	-2	-0.6	1	-1
O=C(c1ccc(S(=O)(=O)c2ccc(F)cc2)c([N+](=O)[O-])c1)N1CCCCCC1	-48	3.2	0.9	0.3	5	-1	-3	-1.3	32	-32
COc1cccc(C(=O)N2CCCC(Nc3ccc(C)c(C)c3)C2)c1 (centres undefined)	2	1.4	0.1	-1.8	3	0	-6	-1.5	-10	10
